# Screens as filed in PubChem.
# All columns: NCI-60 one-dose screen, growth in % after 48 h at 10 µM unless noted; 100 = growth as untreated, 0 = no growth, -100 = all killed.
# NCI-H522: NCI-H522 lung cancer. 8% of 78,000 active
# NCI-H460: NCI-H460 lung cancer; 6.8% of 82,000 active; AID 1794736
# NCI/ADR-RES: NCI/ADR-RES ovarian cells; 4.4% of 81,000 active
# NCI-H23: NCI-H23 lung cancer; 4% of 80,000 active
# COLO 205: COLO 205 colon cancer. 7.3% of 79,000 active. AID 1794742
# KM12: KM12 colon cancer cells. 5% of 82,000 active
# NCI-H322M: NCI-H322M lung cancer. 2.7% of 80,000 active. AID 1794733
# IGROV1: IGROV1 ovarian cancer; 4.7% of 79,000 active; AID 1794786
# NCI-H226: NCI-H226 lung cancer | 3.5% of 79,000 active
# The depositor's hits bear a star; . = no result given; & = joins results of further samples; [ ] = dose if it differs, or a comment. Rule for the calls: active = growth percent below 10; inactive = the rest.
1: Cc1ccc2oc(=O)cc(-c3cc(-c4cc5ccccc5oc4=O)nc(N)c3C#N)c2c1
2: CC1CCC(=O)c2ccccc21 (stereo not drawn)
3: Cc1ccc(C(=O)Nc2ccc(Oc3cc4cnn(C)c4cc3-c3cn[nH]c3)c(F)c2)c(=O)n1-c1ccc(F)cc1
4: O=S(Cc1ccc(Cl)cc1)c1ccccc1 (stereo not drawn)
5: N#CCC1CCCCCC1
6: O=c1c2ccccc2nc(-c2ccccc2)n1-c1ccc(S(=O)(=O)Nc2ccccn2)cc1
7: COc1ccc(S(=O)(=O)NCCCNc2cc(-c3cn(C(C)(C)C)nc3-c3cccc(OC)c3)ccn2)cc1
8: CCC(c1ccccc1)C(CC)c1ccc(O)c(O)c1 (stereo not drawn)
Compound	1	2	3	4	5	6	7	8
NCI-H522	88	81	34	.	95	91	94&101	85
NCI-H460	27	107	47	104	102	113	104&106	107
NCI/ADR-RES	80	96	52	105	96	111	93&102	96
NCI-H23	63	98	46	104	96	102	99&105	90
COLO 205	80	113	11	110	97	121	99&134	125
KM12	66	102	21	93	101	102	100&101	91
NCI-H322M	73	97	56	123	97	96	104&112	96
IGROV1	82	94	42	133	107	103	84&109	97
NCI-H226	93	100	30	95	94	96	89&107	97

9: CC#Cc1c(C)c(N2CCN(CCOc3ccc4c(c3)CC[C@@H]3[C@@H]4CC[C@]4(C)[C@@H](O)CC[C@@H]34)CC2)cc2c1CCN2S(C)(=O)=O
10: COc1ccc(NC(=O)N=Nc2c(O)[nH]c3ccccc23)cc1
11: N#C/C(=C\c1c(-c2ccccc2)[nH]c2ccccc12)C(=O)c1ccccc1
12: Cc1ccc(S(=O)(=O)C/C(=N\NC(=O)c2ccccc2)c2cc3ccccc3oc2=O)cc1
13: O=C1OC(C(=O)O)Cc2ccsc21 (stereo not drawn)
14: CCCCOc1ccc(Br)cc1
15: Cc1ccc(C(=O)c2ccc(CC(=O)N/N=C/c3ccc4c(c3)OCO4)n2C)cc1
16: COc1cccc(Nc2ncnc3cc(NC(=O)CCl)ccc23)c1
Compound	9	10	11	12	13	14	15	16
NCI-H522	82	89	57	97	81	96	88	-77*
NCI-H460	54	94	19	100	101	117	102	-73*
NCI/ADR-RES	75	102	6.1*	103	103	105	101	-26*
NCI-H23	84	92	48	99	100	99	94	-51*
COLO 205	63	98	26	.	102	111	110	-90*
KM12	89	98	28	103	104	104	101	-69*
NCI-H322M	92	86	53	107	108	127	101	37
IGROV1	95	81	.	110	105	132	97	-65*
NCI-H226	90	90	.	.	97	100	96	-48*

# The last two records of the part above open the next one.
15: Cc1ccc(C(=O)c2ccc(CC(=O)N/N=C/c3ccc4c(c3)OCO4)n2C)cc1
16: COc1cccc(Nc2ncnc3cc(NC(=O)CCl)ccc23)c1
17: COc1ccc(NC(=O)CNn2c(COc3ccccc3)nc3ccccc3c2=O)cc1
18: COc1cccc(/C(C#N)=C/c2nc3c(N4CCOCC4)nc(Cl)nc3n2C)c1
19: CCCCOS(=O)(=O)c1ccc(C)cc1
20: C/C(=N\NC(=O)CSc1nc2ccccc2c(=O)n1CCc1ccc(S(N)(=O)=O)cc1)c1ccc([N+](=O)[O-])cc1
21: Cc1cn2c(=O)c3ncn(C4OC(CO)C(O)C4O)c3n(C)c2n1 (stereo not drawn)
22: Nc1ccc(Cl)cc1C(=O)N1CCN(c2ccc([N+](=O)[O-])cn2)CC1
23: COc1cc(CNC(=O)C[C@H](C)CCC=C(C)C)ccc1OCc1cn(-c2ccc([N+](=O)[O-])cc2)nn1
24: CNC(=O)c1cc(-n2ccc3cc(NC(=O)c4cccc(C(F)(F)F)c4)ccc32)ccn1
Compound	15	16	17	18	19	20	21	22	23	24
NCI-H522	88	-77*	87	-65*	96	38	94	70	59	79
NCI-H460	102	-73*	100	17	103	65	103	94	78	95
NCI/ADR-RES	101	-26*	95	26	109	94	98	83	18	75
NCI-H23	94	-51*	93	26	96	77	95	89	45	98
COLO 205	110	-90*	109	.	104	83	113	106	122	80
KM12	101	-69*	97	16	101	80	98	88	87	71
NCI-H322M	101	37	97	63	107	84	91	87	92	92
IGROV1	97	-65*	93	-30*	109	84	100	88	79	108
NCI-H226	96	-48*	104	.	101	101	103	77	80	87

25: Cc1ccc([C@@H]2C[C@H](O)Cc3cc(OC(F)(F)F)ccc3N2)s1
26: C=CCSc1ccc2c(c1)C(N1CCNCC1)=Nc1ccccc1O2
27: N#Cc1c(NC(=O)Nc2cc(C(F)(F)F)cc(C(F)(F)F)c2)sc2c1CCCC2
28: C#COc1cccc(Nc2ncnc3ncc(NC(=O)CCl)cc23)c1
29: COc1ccc(NC(=O)CSc2nnc(-c3ccc4nc(-c5ccc(Cl)cc5)[nH]c4c3)o2)cc1OC
30: CCOC(=O)c1ccc(NC(=S)NC(=O)c2ccc(NC(=O)c3ccc(C)cc3)cc2OC)cc1
31: CO[C@H](C(=O)[C@@H](O)[C@@H](C)O)[C@@H]1Cc2cc3cc(O[C@H]4C[C@@H](O[C@H]5C[C@@H](O)[C@H](O)C(C)O5)[C@H](O)C(C)O4)c(C)c(O)c3c(O)c2C(=O)[C@H]1O[C@H]1C[C@@H](O[C@H]2C[C@@H](O[C@H]3C[C@](C)(O)C(=O)C(C)O3)[C@@H](O)C(C)O2)[C@H](O)C(C)O1 (stereo partly drawn)
32: [2H]c1c([2H])c(-n2cc3cccc(C(N)=O)c3n2)c([2H])c([2H])c1C1C([2H])NC([2H])C([2H])C1[2H] (stereo not drawn)
Compound	25	26	27	28	29	30	31	32
NCI-H522	66	74[8.25 µM]	79	-79*[6.25 µM]	97	88	-32*	93
NCI-H460	103	86[8.25 µM]	95	-5.6*[6.25 µM]	120	99	4.9*	85
NCI/ADR-RES	100	88[8.25 µM]	96	12[6.25 µM]	99	93	76	90
NCI-H23	104	.	84	33[6.25 µM]	89	87	-7.3*	85
COLO 205	119	7.7*[8.25 µM]	100	-47*[6.25 µM]	115	123	-52*	80
KM12	100	.	100	16[6.25 µM]	99	95	1.2*	97
NCI-H322M	91	86[8.25 µM]	99	59[6.25 µM]	106	95	7.3*	85
IGROV1	100	63[8.25 µM]	82	-42*[6.25 µM]	97	71	12	80
NCI-H226	.	87[8.25 µM]	93	44[6.25 µM]	86	79	1.8*	94

33: COc1ccc(C=C(C(=O)O)C(=O)O)cc1
34: CCCCCCCCCCCCc1ccc(C(=O)/C=C/C(=O)O)cc1
35: COc1cc(/C=C/C(=O)c2ccc(NC(=O)CN3C(=O)NC(C)(c4ccccc4)C3=O)cc2)cc(OC)c1OC (stereo not drawn)
36: CC1=NN(c2ccc(S(=O)(=O)O)cc2)C(=O)C1N=Nc1ccc(-c2ccc(N=Nc3ccc(OS(=O)(=O)c4ccc(C)cc4)cc3)c(S(=O)(=O)O)c2)cc1 (stereo not drawn)
37: O=C1CCc2c(sc3[nH]c(=S)n(-c4ccc(Cl)cc4)c(=O)c23)C1
38: CCCCC(C(=O)O)N1C(=O)CSC1=S (stereo not drawn)
39: Oc1ccccc1C=NCC(O)CN=Cc1ccccc1O (stereo not drawn)
40: CC(=O)N[C@H](CS)C(=O)O
Compound	33	34	35	36	37	38	39	40
NCI-H522	83	-24*	33	78	71	94	96	88
NCI-H460	103	94	2.5*	96	108	102	115	110
NCI/ADR-RES	109	100	102	98	91	112	108	100
NCI-H23	106	79	16	87	90	106	108	96
COLO 205	.	22	12	102	93	110	106	109
KM12	103	98	-6.5*	105	94	103	102	.
NCI-H322M	94	116	56	93	94	103	100	104
IGROV1	108	73	27	-8.0*	97	109	108	98
NCI-H226	100	121	1.4*	86	101	108	104	98

41: COc1cc2c(cc1NC(=O)C(Cl)Cl)-c1ccc(NC(=O)C(Cl)Cl)cc1C2
42: COc1cc(OC)c(/C=C/S(=O)(=O)Cc2cnc(OC)c(N)c2)c(OC)c1
43: O=C(NNC(=O)c1ccc(NC(=O)c2ccccn2)cc1)Nc1ccc2ccccc2c1
44: C#CCC1(c2ccccc2)NS(=O)(=O)c2ccccc21 (stereo not drawn)
45: CCCCC1CCCCN1C(=O)OCC(C)C (stereo not drawn)
46: COC12C=C/C(=C(/C(=O)OCc3ccncn3)C(=O)CCCCCCCCC3(OC)C=C/C(=C(/C(=O)OCc4ccncn4)C(=O)CCCCCCCC1)O3)O2
47: COC1(OC)C2(Cl)CC(OC(C)=O)C1(Cl)C(Cl)=C2Cl (stereo not drawn)
48: CN1C(=O)C(=Cc2cn(CC(O)CN3CCCC3)c3ccccc23)C(=O)N(C)C1=O (stereo not drawn)
Compound	41	42	43	44	45	46	47	48
NCI-H522	83	-2.2*	105	85	93	-13*	104	47
NCI-H460	-52*	9.1*	110	107	108	1.3*	106	111
NCI/ADR-RES	-39*	7.6*	106	103	115	7.6*	120	101
NCI-H23	49	31	96	95	105	-37*	120	96
COLO 205	-86*	-49*	130	101	99	3.3*	109	116
KM12	-66*	9.7*	102	108	117	-76*	114	105
NCI-H322M	.	33	103	95	105	-77*	102	118
IGROV1	43	29	109	109	104	-27*	117	97
NCI-H226	19	64	103	102	92	-72*	96	107

49: Cc1cccc(C)c1C(=O)c1ccccc1Cc1ccc2ccccc2c1
50: CC1(C)CC2=C3C=C[C@@H]4[C@@]5(C)CCC(=O)C(C)(C)[C@@H]5CC[C@@]4(C)[C@]3(C)CC[C@@]2(C(=O)O)C[C@H]1O
51: O=C(CN1CCN(c2cc3c(cc2F)c(=O)c(C(=O)O)cn3C2CC2)CC1)N/N=C/c1ccncc1
52: Cc1nc(C(Cl)(Cl)Cl)[nH]c(=O)c1SCCO
53: CC(C)C(=O)C(CCN(C)C)c1ccncc1 (stereo not drawn)
54: CC(=C(c1ccc(OCCN2CCCCC2)cc1)c1ccc(OCCN2CCCCC2)cc1)c1ccccc1
55: CCCCCOC(=O)c1cccc(NC(=O)CN(CC)CC)c1
56: CCC=Nc1c(O)cc(-c2ccccc2)n(C)c1=O
Compound	49	50	51	52	53	54	55	56
NCI-H522	106	26	97	101	93	65	62	81
NCI-H460	99	18	106	104	108	42	111	100
NCI/ADR-RES	97	33	107	107	105	52	105	111
NCI-H23	98	23	102	108	100	47	102	105
COLO 205	106	29	108	97	111	-84*	.	102
KM12	100	27	101	100	106	24	104	104
NCI-H322M	89	27	96	105	107	61	98	106
IGROV1	.	17	108	104	105	61	107	110
NCI-H226	95	25	100	94	100	82	97	97

57: C#CCOC(=O)[C@]1(C)CCC[C@@]2(C)[C@H]1CC(C=O)=C1C=C(C(C)C)CC[C@@H]12
58: Cc1cccc2c1nc(-c1ccc3c(c1)OCO3)n2Cc1c(F)cccc1F
59: CN(C)CCN1c2ccccc2Oc2ccccc21
60: SCc1ccc(CS)cc1
61: CCn1cc(-c2nc(N)[nH]c(=O)c2C#N)c(-c2ccc(Br)cc2)n1
62: CCOC(=O)NCCCN1c2nc3ccccc3cc2Sc2cc3ccccc3nc21
63: O=C(O)CC1C=CCC1 (stereo not drawn)
64: O=C(Nc1cccc(N=Cc2c(O)ccc3ccccc23)c1)c1ccccc1
Compound	57	58	59	60	61	62	63	64
NCI-H522	88	61	71	108	56	80	86	77
NCI-H460	100	82	108	108	106	91	111	111
NCI/ADR-RES	97	87	91	109	103	81	117	103
NCI-H23	96	89	98	106	97	85	109	96
COLO 205	115	104	83	116	99	95	105	105
KM12	99	84	105	114	102	82	113	96
NCI-H322M	102	88	.	98	101	91	98	95
IGROV1	91	77	86	105	100	.	99	101
NCI-H226	82	68	103	109	92	80	115	94

# In the list so far, six contain a cyano group.
1: Cc1ccc2oc(=O)cc(-c3cc(-c4cc5ccccc5oc4=O)nc(N)c3C#N)c2c1
5: N#CCC1CCCCCC1
11: N#C/C(=C\c1c(-c2ccccc2)[nH]c2ccccc12)C(=O)c1ccccc1
18: COc1cccc(/C(C#N)=C/c2nc3c(N4CCOCC4)nc(Cl)nc3n2C)c1
27: N#Cc1c(NC(=O)Nc2cc(C(F)(F)F)cc(C(F)(F)F)c2)sc2c1CCCC2
61: CCn1cc(-c2nc(N)[nH]c(=O)c2C#N)c(-c2ccc(Br)cc2)n1
Compound	1	5	11	18	27	61
NCI-H522	88	95	57	-65*	79	56
NCI-H460	27	102	19	17	95	106
NCI/ADR-RES	80	96	6.1*	26	96	103
NCI-H23	63	96	48	26	84	97
COLO 205	80	97	26	.	100	99
KM12	66	101	28	16	100	102
NCI-H322M	73	97	53	63	99	101
IGROV1	82	107	.	-30*	82	100
NCI-H226	93	94	.	.	93	92
